# Screening results as filed in PubChem.
# Pol eta inh – qHTS for Inhibitors of Polymerase Eta | DNA polymerase eta (Homo sapiens), Q9Y253 | recombinant Pol eta, fluorescent DNA replication assay | Potency, µM (titrated, usually from 114 µM), inactives show top-dose activity change, negative = inhibition, most hits filed as inhibitors | 390,000 tested, 1.2% active | AID 588591, 2011; also: % is scaled to controls: 0 for no effect and ±100 for the full control effect
#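 Pol eta at 10 nM preincubated with compounds 15 min at room temperature; reaction started with fluorescent substrate (50 nM final) and read kinetically at 0 and 10 min.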
# APE1 inh – qHTS Assay for Inhibitors of the Human Apurinic/apyrimidinic Endonuclease 1 (APE1). DNA repair nuclease/redox regulator APEX1 (Homo sapiens), P27695. recombinant APE1, TAMRA/BHQ-2 abasic DNA cleavage fluorescence. Potency, µM (doses to about 65.8 µM), for the others: top-dose activity change, negative = inhibition, hits mostly inhibitors. 350,000 tested, 0.35% active. AID 2517, 2012;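 also: plate controls were vehicle for no effect and reference inhibitor for full effect; nearly all actives have a fitted effect of over 55% in size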
#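 Enzyme (0.75 nM final) and test compound are incubated 15 min at room temperature before adding 50 nM quenched THF abasic-site duplex. Cleavage dequenches TAMRA, followed at 525/598 nm over three reads one minute apart.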
# G9a block – qHTS Assay for Inhibitors of Histone Lysine Methyltransferase G9a; Histone-lysine N-methyltransferase EHMT2 (Homo sapiens), Q96KQ7; AID 504332, 2011; Potency, µM (doses to about 102 µM), without a hit: top-dose activity, negative = inhibition, hits mostly inhibitors; 350,000 tested, 8.8% active; G9a H3K9 monomethylation, AlphaScreen, 2 h; also: % is scaled to controls: 0 for no effect and ±100 for the full control effect; nearly all actives have a fitted effect of over 75% in size
#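 Using a bead-based AlphaScreen, monomethylated H3K9 product from 2 h room-temperature reactions (G9a 20 nM, peptide 500 nM, SAM 20 uM) was detected with 0.5 ug/mL rabbit anti-H3K9me1 antibody.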
# Pol kappa inh – qHTS for Inhibitors of Polymerase Kappa; DNA polymerase kappa (Homo sapiens), Q9UBT6; purified Pol kappa, fluorescent DNA synthesis assay, 10 min; Potency, µM (highest dose often 107 µM), for inactives: at the highest dose activity, negative = inhibition, hits mostly inhibitors; 400,000 tested, 0.53% active; also: % is scaled to controls: 0 for no effect and ±100 for the full control effect
# Target sequence (Q9UBT6 whole entry, looked up): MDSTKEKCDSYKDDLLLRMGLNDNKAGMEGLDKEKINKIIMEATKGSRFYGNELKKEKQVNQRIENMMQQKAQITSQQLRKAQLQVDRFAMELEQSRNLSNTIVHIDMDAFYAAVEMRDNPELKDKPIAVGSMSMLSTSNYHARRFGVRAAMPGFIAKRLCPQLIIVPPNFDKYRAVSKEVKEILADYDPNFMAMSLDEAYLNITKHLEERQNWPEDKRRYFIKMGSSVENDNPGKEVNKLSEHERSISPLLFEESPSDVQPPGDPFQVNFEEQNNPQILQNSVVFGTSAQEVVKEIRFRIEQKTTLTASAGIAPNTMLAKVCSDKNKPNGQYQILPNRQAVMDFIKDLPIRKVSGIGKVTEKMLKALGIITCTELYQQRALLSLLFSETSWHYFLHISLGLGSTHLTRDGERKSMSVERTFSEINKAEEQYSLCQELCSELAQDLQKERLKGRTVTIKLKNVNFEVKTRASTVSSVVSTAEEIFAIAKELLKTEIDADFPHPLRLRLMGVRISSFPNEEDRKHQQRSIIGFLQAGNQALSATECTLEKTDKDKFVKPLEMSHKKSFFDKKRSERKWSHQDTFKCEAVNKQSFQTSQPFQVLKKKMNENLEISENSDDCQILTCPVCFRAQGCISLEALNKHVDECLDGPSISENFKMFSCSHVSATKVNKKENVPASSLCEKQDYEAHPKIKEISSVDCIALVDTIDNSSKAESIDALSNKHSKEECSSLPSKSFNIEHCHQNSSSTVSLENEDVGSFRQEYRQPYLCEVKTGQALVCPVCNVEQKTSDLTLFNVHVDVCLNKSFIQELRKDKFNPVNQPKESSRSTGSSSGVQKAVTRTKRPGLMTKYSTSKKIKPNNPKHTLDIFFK
#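 50 nM final substrate added after 15 min RT preincubation of 10 nM Pol kappa with compound; fluorescence read at 0 and 10 min.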
# BLM inh – qHTS Assay for Inhibitors of Bloom's syndrome helicase (BLM); Potency, µM (doses to about 56.1 µM), for inactives: top-dose activity change, negative = inhibition, hits mostly inhibitors; RecQ-like DNA helicase BLM (Homo sapiens), P54132; 350,000 tested, 0.2% active; recombinant BLM DNA unwinding, fluorescence dequenching; AID 2528, 2010;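 also: plate controls were vehicle for no effect and no enzyme for full effect; nearly all actives have a fitted effect of over 35% in size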
# Pol iota inh – qHTS for Inhibitors of Polymerase Iota; DNA polymerase iota (Homo sapiens), Q9UNA4; Pol iota fluorescent replication assay, 10 min; Potency, µM (titrated, usually from 115 µM), inactives show at the highest dose activity, negative = inhibition, usual class: inhibitors; 390,000 tested, 1% active; AID 588590, 2011
#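 Pol iota at 10 nM preincubated 15 min with compounds at room temperature; reaction started with fluorescent substrate, 50 nM final. Fluorescence read kinetically at 0 and 10 min; buffer-only wells as negative control.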
# BAZ2B inh – qHTS Assay for Inhibitors of BAZ2B. AID 504333, 2011. 360,000 tested, 4.4% active. Potency, µM (titrated, usually from 114 µM), for inactives: top-dose activity change, negative = inhibition, most hits filed as inhibitors. Bromodomain adjacent to zinc finger domain protein 2B (Homo sapiens), Q9UIF8. AlphaScreen BAZ2B-H3K14Ac peptide displacement; also: % is scaled to controls: 0 for no effect and ±100 for the full control effect; nearly all actives have a fitted effect of over 60% in size
#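 In this displacement format the biotinylated H3(5-23) peptide acetylated at Lys14 serves as ligand at 50 nM, with BAZ2B at 50 nM in PBS pH 7.4 containing 0.01% Tween-20. Donor and acceptor beads are 10 ug/mL final.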
# POLB inh – qHTS Assay for Inhibitors of DNA Polymerase Beta | P06746 | Pol beta primer extension/strand displacement, fluorescence kinetic | Potency, µM (top dose mostly 114 µM), without a hit: top-dose activity change, negative = inhibition, usual class: inhibitors | 340,000 tested, 1.3% active; also: % is scaled to controls: 0 for no effect and ±100 for the full control effect
#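 Enzyme-only controls used 10 nM Pol beta; buffer lacking enzyme served as negative control. Compound preincubated 15 min, then 50 nM substrate added; 0 and 10 min reads at room temperature.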
# JMJD2A Tudor – qHTS Assay for Inhibitors of JMJD2A-Tudor Domain; AlphaScreen JMJD2A-Tudor / H3K4me3 peptide binding; Lysine-specific demethylase 4A (Homo sapiens), O75164; 390,000 tested, 4.4% active; Potency, µM (doses to about 114 µM), inactives show top-dose activity change, negative = inhibition, hits mostly inhibitors; also: % is scaled to controls: 0 for no effect and ±100 for the full control effect; nearly all actives have a fitted effect of over 50% in size
# * = called active by the depositor; u = inconclusive; x = not tested or not shown; & = joins results of further samples; [ ] = remark or other dose. Calls follow the shape of the dose curve; as a rule, active = well fitted curve in the direction sought with a large enough effect; inconclusive = small, poorly fitted or top-dose-only effect, or another doubt; inactive = no such curve, though single readings can be large; an effect the other way counts as inactive or inconclusive. Potency is read from the fitted curve at half-maximal effect.
cpd	Structure	BAZ2B inh	APE1 inh	JMJD2A Tudor	BLM inh	Pol eta inh	G9a block	Pol kappa inh	POLB inh	Pol iota inh
1	Cc1ccccc1NC(=O)c1sc2nc(-c3cc4ccccc4oc3=O)[nH]c(=O)c2c1C	-2%	x	0%	0%	9%	0%[59 µM]	-7%	-39%	-7%
2	CC(=O)c1cc2c(s1)-c1cc(F)ccc1OC2	95%[activator]	-5%	74%[activator]	1%	-8%	133%[activator]	-4%	10%	-9%[58.9 µM]
3	COC(=O)C1C2C=CC3(CN(c4cccc(C)c4)C(=O)C13)O2 (configuration not stated)	-6%	0%	-17%	-4%	35µM*	u	-25%	-28%	u
4	O=C(NCCN1CCOCC1)c1cccc(S(=O)(=O)Nc2cc(Cl)ccc2Cl)c1	8%	-3%	-10%	x	-5%	u	0%	x	14%
5	C=CCc1ccccc1OCCSc1nc2ccc([N+](=O)[O-])cc2s1	-38%	0%	-31%	-7%	-5%	20µM*	-15%	22%	7%
6	O=C(c1ccc(Br)c([N+](=O)[O-])c1)N1CCN(Cc2ccccc2)CC1	-6%	15%	-17%	-5%	-17%	-10%[0.501 µM]	8%	3%	-3%
7	Cc1cc(C(=O)CCl)c(C)n1-c1cccc([N+](=O)[O-])c1	-31%	u	-31%	-7%	2%	u	-9%	15%	u
8	CCOC(=O)c1cccc(NC(=O)C2(S(=O)(=O)c3ccc(C)cc3)CC2)c1	12%&5%	-2%	12%&3%	-6%&-3%	-22%&-6%	0%&11%[59 µM]	5%&-11%	2%&-9%	14%&-3%
9	Cc1ccc(CNC(=O)C(=O)Nc2c3c(nn2-c2ccccc2)CSC3)cc1	-2%	x	-7%	-3%	3%	40%[59 µM]	-14%[60.1 µM]	3%	-6%
10	COc1ccc(CC(=O)OCC(=O)c2ccc(S(=O)(=O)N3CCCCC3)cc2)cc1	0%	19%	-8%	x	-25%	23%[12.7 µM]	-10%	x	58%[activator]
11	Cc1ccc(-c2nc(CN3CCCCC3CCN3CCCC3=O)c(C)o2)o1 (configuration not stated)	-19%	-2%	-16%	-4%	-4%	14%[12.7 µM]	-1%	-4%	73%[activator]
12	CCCNC(=O)C(NS(=O)(=O)c1cccc2nsnc12)c1ccccc1 (configuration not stated)	-10%	0%	-11%	-1%	-2%	52%[activator][59 µM]	-9%	9%	1%
13	CC(=O)C[C@@H](O)CC(=O)[C@@H]1OC(=O)CCCCCCc2ccccc21	x	1%	-10%	x	-18%	x	-6%	x	-10%
14	Cc1ccc(-c2nnn(C/C(N)=N/O)n2)cc1	3%	3%	4%	-5%	-18%	8%	7%	-17%	29%
15	CC(=O)Nc1ccc(S(=O)(=O)N2CCN(C(=O)c3ncoc3-c3ccccc3)CC2)cc1	-4%	55%[activator]	1%	0%	-19%	16%	8%	30%	115%[activator]
16	OCC1=C[C@@H](O)[C@@H]2C=CO[C@@H](O[C@@H]3O[C@H](CO)[C@@H](O)[C@H](O)[C@H]3O)[C@H]12	x	5%	-10%	x	-9%	x	-17%	x	-2%
17	Cc1c(NC(=O)COC(=O)c2ccc(F)c(S(=O)(=O)N3CCOCC3)c2)c(=O)n(-c2ccccc2)n1C	6%	0%	-7%	-6%	-23%	26%	-1%	5%	125%[activator]
18	CCCC(=O)N(c1ccccc1)C1C=CS(=O)(=O)C1 (configuration not stated)	1%	7%	-20%	-2%	-13%	u	9%	19%	37%[activator]
19	Fc1ccc(Nc2nc(-c3ccncc3)cs2)cc1	-3%	16%	-15%	-15%	5%	3%	-19%	10µM*	86%[activator]
20	COc1cc(C(=O)NNC(=O)c2cc(C)[nH]n2)cc(OC)c1OC	-36%	5%	u	-2%	-9%	13µM*	6%	-2%	55%[activator]
21	c1ccc2sc(NN=C3CCCC3)nc2c1	2%	-1%	-5%[11.4 µM]	-5%	-2%	-27%	-3%	0%	6%
22	COC(=O)Cc1[nH]n(-c2nc3ccccc3s2)c(=O)c1C(C)=Nc1ccc(Cl)cc1	25µM*	11%	22µM*	0%	-22%	-121%[59 µM]	-2%	4%	12%
23	CCCCNC(=S)N/N=C/C1=CCC2CC1C2(C)C (configuration not stated)	-35%	26%	-16%	-19%	u	-4%[59 µM]	-19%	22%	11%
24	O=C(Nc1nnc(-c2ccc3c(c2)CCCC3)o1)C1COc2ccccc2O1 (configuration not stated)	u	-1%	-34%	-6%	4%	14%	-10%	20%	-26%
25	COc1ccc(Cc2nc3ccc(C(=O)N4CCOCC4)cc3o2)cc1	-11%	34%	5%	-3%	-9%	21%	-4%	14%	-3%
26	Cc1cccc2c3c([nH]c12)CCN(C)C3	-27%	52%	-27%	17%	-9%	-46%	-18%	-1%	-27%
27	CCC(C)NC(=O)Cn1cccc1C(=O)c1ccccc1 (configuration not stated)	-2%	2%	-7%	0%	6%	8%[59 µM]	-13%	1%	3%
28	COc1ccc(NC(=O)CN(C)C(C)C(=O)NC(=O)NC2CCCCC2)cc1 (configuration not stated)	-5%	-12%	-19%	0%	-8%	x	-14%	9%	26%
29	CC(C)(C)NC(=O)CSc1nnc(-c2ccccc2)c(-c2ccccc2)n1	-19%	17%	-16%	-8%	-11%	-6%	-2%	1%	0%
30	CN(C)S(=O)(=O)c1ccc(C(=O)Nc2ccccc2OC(F)(F)C(F)F)cc1	-1%	u	-14%	-1%	-9%	13%[12.7 µM]	-6%	0%	4%
31	O=C1NC[C@@H](Cc2cccc3ccccc23)N(CCCCC2CCCCC2)C1=O	-2%	0%	-22%	x	-14%	8%[2.33 µM]	-3%	x	13%
32	CCOC(=O)N1CCN(c2nc(-c3ccco3)cc(C(F)(F)F)n2)CC1	1%	2%	9%[57.1 µM]	-1%	-16%	9%[12.7 µM]	-4%	32%	-4%
33	COc1ccccc1C(=O)NCCC(=O)N1CCN(C(=O)c2ccco2)CC1	6%	9%	-19%	x	-9%	-47%	-5%	x	34%[activator]
34	CN(C)/C=N/c1ncc(C(=O)OC(C)(C)C)s1	3%	-7%	-7%	-2%	-12%	12%	-6%	5%	63%[activator]
35	N#Cc1ccc(C(=O)N2CCC3CC2c2cc(-c4ccc(F)cc4)ccc23)cc1 (configuration not stated)	x	x	-10%	x	-13%	x	6%	x	13%
36	Cc1ccc(NC(=O)CC(NCC2CCCO2)C(=O)O)cc1C (configuration not stated)	-30%	3%	-13%	-3%	-16%	2.2µM*	-11%	-13%	-4%
37	O=C(CSc1nnc2ccccn12)NNC(=O)c1ccc(Cl)cc1	4%	-6%	-12%	2%	2%	11%	-5%	10%	21%
38	COc1cc(CNC(C)c2ccccc2)cc(Br)c1OCc1ccc(F)cc1 (configuration not stated)	86%[activator]	-4%	112%[activator]	-12%	-16%	129%[activator]	-9%	1%	4%
39	CCCn1c(SCC(=O)c2ccc3c(c2)OCCO3)nc2c1c(=O)n(C)c(=O)n2C	12%	14%	-5%	-4%	-13%	6%[12.7 µM]	-2%	-1%	19%
40	CCOc1ccc2oc(C(=O)N(CC)CC(=O)Nc3ccc(NC(C)=O)cc3)c(C)c2c1	-1%	2%	-20%	x	u	-40%[12.7 µM]	-15%	x	26%
41	CCN1C(=O)[C@H]2[C@H]3CN=C(SCC(=O)c4ccccc4)N3[C@@](CC)(C(=O)OC)[C@H]2C1=O	x	21%	-5%	x	-14%	x	10%	x	u
42	Cc1ccc(S(=O)(=O)NC(=O)c2cc(C)n(-c3ccccc3)c2C)cc1	-4%	-5%	-15%	2%	-19%	u	2%	0%[57.1 µM]	31%
43	COc1cc(NC(=S)NC(C)(C)C)c(OC)cc1Cl	-37%	13%	u	-11%	-1%	u	0%	48%[activator]	-7%
44	COc1cc(N/N=C/c2ccc(N(C)C)cc2)ncn1	-34%	1%	-28%	-8%	-15%	-5%	5%	-26%	11%
45	O=C(NC1CCCCC1)c1ccc(Br)o1	5%	-4%	9%	-4%	6%	u	-5%	-1%	-7%
46	CCCCNCCOCCOc1ccc(C)cc1[N+](=O)[O-]	u	-4%	2.8µM*	0%	-2%	18µM*	-6%	35%	15%
47	CCN(CC(=O)Nc1c(F)cccc1F)C(=O)c1cnccn1	-3%	-3%	-6%	x	-15%	-5%[0.501 µM]	0%	x	14%
48	CCCCOc1c(Br)cc(CNCCCN2CCOCC2)cc1OC	-3%	5%	-15%	-1%	u	u	-2%	-5%	115%[activator]
49	CCc1ccccc1OCC(=O)OCC(=O)N1CC(=O)Nc2ccccc21	-3%	9%	-18%	1%	-10%	-8%	-12%	4%	-6%
50	Nc1nnc(-c2ccc(Cl)cc2)o1	-16%	3%	-5%	-1%	4%	3%	3%	36%	15%
51	N#Cc1ccccc1N=Cc1ccc(Br)cc1	3%	0%	11%[57.1 µM]	2%	-22%	5%[59 µM]	-3%	55%	63%[activator]
52	Cc1cccc(-n2c(CNC(=O)c3cccc(F)c3)nnc2SCC(=O)Nc2ccccc2F)c1	-16%	x	-16%	-7%	1%	-24%[59 µM]	-6%	29%	-3%
53	CC(=O)N1N=C(c2cccs2)CC1c1cccs1 (configuration not stated)	-12%	24%	-8%	-13%	-17%	4%[12.7 µM]	1%	14%	38%[activator]

# Complete entries, quoted from the list. Screens in order: BAZ2B inh, APE1 inh, JMJD2A Tudor, BLM inh, Pol eta inh, G9a block, Pol kappa inh, POLB inh, Pol iota inh
# CN(C)S(=O)(=O)c1ccc(C(=O)Nc2ccccc2OC(F)(F)C(F)F)cc1 is entered as -1%, u, -14%, -1%, -9%, 13%[12.7 µM], -6%, 0%, 4%
# Cc1ccc(NC(=O)CC(NCC2CCCO2)C(=O)O)cc1C (configuration not stated) is entered as -30%, 3%, -13%, -3%, -16%, 2.2µM*, -11%, -13%, -4%
# CCN(CC(=O)Nc1c(F)cccc1F)C(=O)c1cnccn1 is entered as -3%, -3%, -6%, x, -15%, -5%[0.501 µM], 0%, x, 14%

# These rows are one share of the data, so the mix of outcomes need not match the whole.
